# L major viab – Leishmania major promastigote growth inhibition, primary screen | Leishmania major promastigotes, resazurin fluorescence viability | inhibition, % at 10 µM | 200,000 tested, 9% active | AID 1063, 2008;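 further: promastigotes grown with compound for 44 hours at 28 °C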
# S1P3 antagonist – S1P3 receptor antagonists, primary screen, cell-based; CHO S1P3 NFAT-BLA reporter, FRET fluorescence, antagonist mode; 170,000 tested, 0.27% active; Sphingosine 1-phosphate receptor 3 (Homo sapiens), Q99500; inhibition, % at 4.98 µM;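 active means inhibition above the plate cutoff, the mean inhibition of test wells on that plate plus 3 SD, cut at about 28% in these data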;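 further: cells challenged with S1P at its EC80 of 0.8 µM; blue over green emission ratio from cleaved BLA substrate after 4 h stimulation; 0% = S1P-stimulated wells and 100% = unstimulated DMSO-only wells; some compounds past the cut are filed as inactive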
# PMI activator – activators of human PMI, primary screen, biochemical, fluorescence intensity, near-Km mannose 6-phosphate | Mannose-6-phosphate isomerase (Homo sapiens), P34949 | purified human PMI, coupled resazurin fluorescence, 20 min; stronger effect = higher value; 1 = vehicle control, 0 substrate-free wells | activation factor at 20 µM | 190,000 tested, 0.005% active;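 active means activation factor of 2 or more at 20 µM, relative to plate controls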
# DTT redox prof – compounds producing H2O2 with reducing agent – biochemical, NIH compound library profiling, artefact control for MLSCN library redox annotation, primary screen; activation, % at 10 µM; 200,000 tested, 0.03% active; AID 878, 2007; DTT-dependent redox cycling H2O2, phenol red/HRP absorbance; 100% = 100 µM peroxide control, 0% = buffer;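 active means activation of at least 50% relative to the plate's high and low controls in the primary single-dose screen; inactive means activation below 50%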;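 further: compound incubated with DTT at 0.8 mM final as the reducing agent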
# Diaph inh CS – diaphorase inhibitors and chemical oxidizers, primary screen, counter-screen for diaphorase-coupled primary assays, biochemical, uHTS, resorufin fluorescence; AID 1217, 2008; inhibition, % at 20 µM; diaphorase resazurin-to-resorufin fluorescence, NADH, 16 min; bacterial (C. kluyveri) enzyme, not human; 190,000 tested, 0.69% active;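 active means primary screen inhibition at 20 µM above a set limit, cut at about 50% in these data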;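 further: plate controls were DMSO with full reaction for no effect and wells lacking NADH for full effect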
#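 Test system: diaphorase enzyme from Clostridium kluyveri; amount: diaphorase at 0.14 U/mL in enzyme working solution; detection: fluorescence of resorufin formed from resazurin, Ex 544/Em 590 nm; times: reaction incubation of 16 min at room temperature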
# RAM inhibit – inhibitors of the yeast RAM network, primary screen, dse1pr::URA3 reporter, 5-FOA selection; AID 868, 2007; S. cerevisiae dse1pr::URA3 reporter, 5-FOA growth OD615, 2 d; analog-sensitive cbk1-as2 kinase mutant strain; 190,000 tested, 1.8% active; inhibition, % at 50 µM;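 active means inhibition above a set limit, 3 SD over mean compound inhibition, cut at about 8.4% in these data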;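 further: 0% = DMSO-only wells with no growth and 100% = 10 µM 1-NA-PP1 full growth; inhibition rescues growth on 5-FOA so higher OD means more RAM inhibition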
# Diaphorase act – compounds boosting diaphorase resazurin reduction – biochemical, uHTS, resorufin fluorescence, counter-screen for diaphorase-coupled primary assays, primary screen; activation factor at 20 µM; Diaphorase/resazurin coupled assay, 16 min; stronger effect = higher value; 1 = vehicle wells, 0 = NADH-free wells; 190,000 tested, 0.005% active;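 active means diaphorase activity raised at least twofold by the compound at 20 µM; inactive means activation factor below 2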
#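 Test system: Clostridium kluyveri diaphorase, purified enzyme; input: enzyme 0.07 U/mL final; buffer or medium: 50 mM HEPES pH 7.4 with 4.542 mM MgCl2, 0.005% Tween 20; also added: 0.114 mM NADH and 0.1 mM resazurin, final amounts; schedule: 16 min enzyme reaction, ambient temperature; technique: fluorescence of resorufin, 544 nm excitation, 590 nm emission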
# PMI act hi M6P – human PMI activators, high substrate, primary screen, biochemical, fluorescence intensity, near-saturating mannose 6-phosphate; 190,000 tested, 0.34% active; activation factor at 20 µM; coupled PMI enzyme assay, resazurin fluorescence, 20 min; stronger effect = higher value; 1 = untreated enzyme, 0 = substrate-free blank;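 active means activation factor of 2 or more at 20 µM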
#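 Test system: human phosphomannose isomerase with PGI, G6PDH, diaphorase coupling enzymes / Doses: 20 µM compound, 1% DMSO / Times: enzyme reaction with compound 20 min at room temperature / Measured by: Diaphorase-driven resazurin-to-resorufin fluorescence, excitation 544, emission 590 nm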
# TLR4 MyD88 comp – inhibitors of TLR4-MyD88 association in cells, primary screen, cell-based, HeLa CL3-4, BLA complementation, FRET ratio; inhibition, % at 8.4 µM; 200,000 tested, 0.18% active; AID 861, 2007; HeLa CL3-4 TLR4/MyD88 BLA complementation; Toll-like receptor 4 (Homo sapiens) + Myeloid differentiation primary response protein …; in the data active means inhibition above about 25%;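 further: 0% = vehicle and 100% = reference inhibitor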
# Target sequence (O00206 whole entry, looked up): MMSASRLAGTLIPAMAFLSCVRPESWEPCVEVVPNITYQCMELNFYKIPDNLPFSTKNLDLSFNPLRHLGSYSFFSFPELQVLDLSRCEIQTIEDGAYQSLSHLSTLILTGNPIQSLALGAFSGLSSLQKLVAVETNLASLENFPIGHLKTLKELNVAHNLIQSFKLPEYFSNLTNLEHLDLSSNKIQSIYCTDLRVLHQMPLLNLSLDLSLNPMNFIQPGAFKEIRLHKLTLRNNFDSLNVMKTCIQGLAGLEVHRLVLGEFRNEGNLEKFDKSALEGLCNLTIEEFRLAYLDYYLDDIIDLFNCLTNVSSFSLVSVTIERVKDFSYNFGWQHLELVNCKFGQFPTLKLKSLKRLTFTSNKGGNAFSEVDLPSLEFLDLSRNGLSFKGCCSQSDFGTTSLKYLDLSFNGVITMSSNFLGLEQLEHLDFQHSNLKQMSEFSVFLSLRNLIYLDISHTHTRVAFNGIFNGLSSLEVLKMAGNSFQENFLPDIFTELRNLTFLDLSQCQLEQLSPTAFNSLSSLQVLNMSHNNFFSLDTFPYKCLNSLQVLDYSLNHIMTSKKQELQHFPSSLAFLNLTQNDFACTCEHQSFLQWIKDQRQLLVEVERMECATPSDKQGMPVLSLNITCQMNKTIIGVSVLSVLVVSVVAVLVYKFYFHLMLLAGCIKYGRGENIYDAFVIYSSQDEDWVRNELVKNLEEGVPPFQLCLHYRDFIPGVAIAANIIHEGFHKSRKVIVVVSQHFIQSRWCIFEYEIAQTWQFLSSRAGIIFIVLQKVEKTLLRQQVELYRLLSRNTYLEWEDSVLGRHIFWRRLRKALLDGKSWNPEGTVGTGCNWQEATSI
# Target sequence (Q99836 whole entry, looked up): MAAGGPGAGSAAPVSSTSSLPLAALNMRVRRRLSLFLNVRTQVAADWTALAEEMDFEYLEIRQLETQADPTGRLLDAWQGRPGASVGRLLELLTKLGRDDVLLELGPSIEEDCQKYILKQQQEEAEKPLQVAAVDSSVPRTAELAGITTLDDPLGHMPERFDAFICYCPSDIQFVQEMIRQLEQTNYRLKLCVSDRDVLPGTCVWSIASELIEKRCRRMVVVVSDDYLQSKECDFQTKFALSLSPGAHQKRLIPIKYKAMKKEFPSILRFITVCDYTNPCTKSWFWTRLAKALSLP
# G6PDH CS – L. mesenteroides G6PDH inhibitors, counter-screen for G6PDH-coupled screening assays, biochemical, Leuconostoc mesenteroides enzyme; glucose-6-phosphate dehydrogenase [Leuconostoc mesenteroides]; Purified L. mesenteroides G6PDH, diaphorase/resazurin coupled fluorescence, 45 min; inhibition, % at 5 µM; 200,000 tested, 0.12% active
# Hsp70 act – Hsp70 transcriptional activators, primary screen, cell-based, HeLa, Hsp70 promoter luciferase, luminescence, 10 µM. HeLa Hsp70 promoter luciferase reporter; scaled: vehicle 0, proteasome-inhibitor control 100%. 200,000 tested, 0.04% active. activation, % at 10 µM. AID 1203, 2008;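 active means activation above the mean across all tested compounds plus 3 SD, cutoff set per campaign, cut at about 5.5% in these data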;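 further: 100% = MG132 at 30 µM as the positive control and 0% = DMSO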
# * hit, by the source's call; nt = not tested or not shown. Unless noted, no stated cut-off is given here; in the data, active means inhibition above about 50%; inactive means the rest. Rows were taken by chance; about 12% have a hit in one of these screens.
smiles	G6PDH CS	DTT redox prof	PMI act hi M6P	S1P3 antagonist	Diaph inh CS	Diaphorase act	RAM inhibit	TLR4 MyD88 comp	L major viab	PMI activator	Hsp70 act
CCOc1c(Cl)cc(C(=O)Nc2ccccc2-c2ccccc2)cc1Cl	-2	-4.8	0.9	nt	14	0.9	14*	-18	-3	0.9	0.2
CCCOc1ccc(N2C(=O)CC(SCCN)C2=O)cc1 (stereo not drawn)	23	3.3	1.2	4	-14	1.1	1.0	3	-4	1.1	-0.1
O=C(Nc1nccs1)c1ccc(S(=O)(=O)NCc2cccs2)cc1	11	2.6	1	9	20	0.8	0.9	3	3	1	-0.4
CCOc1ccc(-n2cc(-c3ccc(OC)c(OC)c3)[nH]c2=S)cc1	4	0.2	1.1	12	24	0.8	1.9	-7	-7	1.1	0.3
C/C(=N\Nc1ccc([N+](=O)[O-])cc1[N+](=O)[O-])c1ccc(-n2nncc2C(C)(C)C)cc1	-27	2.4	1	-6	7	0.9	5.0	-15	10	1	-0.4
CS(=O)c1ccccc1COC(=O)Nc1ccccc1 (stereo not drawn)	1	-0.2	1	-7	1	1	-0.6	-12	-2	1	-0.3
Cc1nn(C)cc1CNC(=O)CCC(=O)O	2	2.4	1.1	-2	-2	1	0.6	-7	-9	1.1	0.1
CCCCNC(=O)CSc1nnc(Cc2ccccc2)n1CC1CCCO1 (stereo not drawn)	2	0.1	1	0	6	0.9	1.6	1	-1	1	-0.4
O=C1C=C(Nc2ccc(Cl)cc2)CC(c2ccccc2)C1 (stereo not drawn)	-3	-0.1	0.9	7	10	0.9	2.4	4	3	0.9	0.3
CC1=C(OC(=O)C(C)(C)C)C(C)(C)C(c2ccccc2)OC1=O (stereo not drawn)	14	-0.2	1	-7	17	0.8	3.8	-6	55*	1	-0.3
Cc1cc(C)n2c(Nc3ccc4c(c3)OCCO4)c(-c3ccc(C)o3)nc2n1	4	-2.8	1	nt	11	0.9	0.1	4	36	1	-0.6
CCN(CC1COc2ccccc2O1)S(=O)(=O)c1ccc(C)cc1 (stereo not drawn)	-6	0.0	1	-6	14	0.9	3.2	-1	46	0.9	0.5
CN(C)CCNC(=O)c1cccc(NS(=O)(=O)c2ccc(Cl)c(Cl)c2)c1	5	-0.3	1	-13	7	0.9	0.9	0	-5	1	-0.2
CC(C)c1c(O)nc(SCCN2CCOCC2)[nH]c1=O	10	4.2	0.9	nt	11	0.9	2.3	-11	-3	0.9	-0.1
O=c1c2c(ncn1CCO)nc1n2CCC1	-4	2.7	1.1	nt	4	1	-0.2	-11	2	1	0.5
CC1(C)CC(=O)C2=C(C1)N(Cc1ccco1)C(=O)NC2(C(F)(F)F)C(F)(F)F	3	0.3	1	-15	7	0.9	3.9	-9	2	1	0.0
COc1cccc(-n2c(SCC(N)=O)nc3c([nH]c4ccccc43)c2=O)c1	8	-0.1	0.9	nt	12	0.9	3.5	-11	-6	0.9	-0.3
CCn1nc(CCC(=O)O)c2ccccc2c1=O	-2	0.8	1	nt	17	0.8	2.6	-7	-1	1	0.1
Cc1ccccc1NC(=O)c1ccc(F)c(S(=O)(=O)N2CCCCC2)c1	5	-1.6	1.1	-7	4	1	2.1	-2	26	1.2	-0.2
O=C(NCC(c1cccnc1)N1CCN(c2ccc(F)cc2)CC1)c1ccc2c(c1)OCO2 (stereo not drawn)	-4	0.1	1.1	nt	12	0.9	1.1	-3	95*	1	-0.5
CCS(=O)(=O)c1ccc2oc(Nc3ccc(OC)cc3)nc2c1	10	3.2	1	24	-3	1	-0.1	-3	6	1	-0.5
COC(=O)c1nc2n(n1)C(c1cc(OC)ccc1OC)C(C(=O)OC1CCCCC1)=C(C)N2 (stereo not drawn)	-6	-0.9	0.9	nt	29	0.7	4.1	1	41	0.9	-0.5
Cn1c(=O)oc2cc(S(=O)(=O)NCCN3CCc4ccccc4C3)ccc21	-4	-0.6	1	1	13	0.9	0.1	8	-4	1	-0.1
C=CCOc1ccc(CNc2nn[nH]n2)cc1	12	1.9	1.1	-29	1	1	1.8	-6	-5	1.1	-0.3
Cc1cccnc1NC(=O)c1ccc(S(=O)(=O)N2CC(C)OC(C)C2)cc1 (stereo not drawn)	4	-1.5	1.1	-2	-3	1	0.6	-3	-7	1.2	0.1
Cc1cccc(Nc2ncc3c(n2)CC(c2ccco2)CC3=O)c1 (stereo not drawn)	-36	1.7	1	-2	10	0.9	3.0	-5	8	0.9	0.3
CC1CC(C)(C)CC2(C1)NC(=S)N(c1ccccc1)N2 (stereo not drawn)	4	0.1	2*	nt	4	1	0.5	-3	4	1.7	-0.3
COc1ccc(C(=O)COC(=O)c2cc(S(=O)(=O)NCc3ccccc3)ccc2O)cc1	-4	-1.9	0.9	12	17	0.8	9.1*	-9	-1	1	0.2
CS(=O)(=O)Nc1ccc(C(=O)NC2CCCCC2)cc1	-4	-1.5	0.9	-7	9	0.9	2.1	-4	-8	0.9	-0.1
CC(C)(C)N(Cc1ccccc1)C(=O)CSc1nc2ccccc2c(=O)[nH]1	4	1.4	0.9	nt	0	1	2.5	-7	4	0.8	0.0
COc1ccccc1CNC(=O)C1CCN(S(=O)(=O)N2CCCCC2)CC1	-11	2.1	1	-15	6	0.9	0.3	2	-2	1	0.1
CCc1c(C(=O)NCc2cnn(C)c2)csc1C	5	0.6	1	1	-8	1.1	0.0	7	-4	1.1	0.0
COc1cccc(/C(O)=C2\C(=O)C(=O)N(c3ccccn3)C2c2cccc(OC)c2OC)c1 (stereo not drawn)	5	1.3	1.1	nt	2	1	1.8	15	-3	1.1	-0.2
CCOCCn1c(N2CCN(c3ccc(OC)cc3)CC2)nc2c1c(=O)[nH]c(=O)n2C	2	0.5	1	-6	-1	1	1.1	0	-4	0.9	-0.3
Cc1cc(=O)[nH]c2c1c(C)nn2C1CCCCC1	-9	0.0	1	nt	5	1	0.3	-3	-3	1	-0.2
COc1cc(CSC)nc(-c2ccccc2)n1	-1	-0.6	1.1	11	6	0.9	2.3	11	13	1	-0.4
O=C(CNC(=O)c1ccccc1)OCc1ccc([N+](=O)[O-])cc1	11	-0.1	1.1	-9	0	1	0.8	-4	-2	1	-0.6
C=CCNC(=O)c1ccc(C)c(Br)c1	-7	1.6	1	-23	-2	1	1.7	4	-7	1	-0.5
Cc1n[nH]c(C)c1N1C(=O)c2cccc3c(N4CCCCCC4)ccc(c23)C1=O	4	-0.3	0.8	29	43	0.6	2.1	17	21	0.8	-0.2
COc1ccc(NC(=S)N2CCC(C(O)(c3ccccc3)c3ccccc3)CC2)cc1	-20	-0.6	0.9	-14	15	0.8	2.1	-2	49	0.8	-0.2
COC(=O)CCN(C1CCCCC1)S(=O)(=O)c1ccc(S(=O)(=O)NC2CCCCC2)cc1	12	0.0	0.8	nt	23	0.8	6.5	7	99*	0.8	-0.1
CCC(CC)NCc1ccc(OC)cc1OC	20	0.1	0.9	8	19	0.8	-0.9	-5	6	0.8	-0.3
O=[N+]([O-])c1cc(S(=O)(=O)NCCCN2CCOCC2)ccc1Cl	-8	0.4	1.1	-6	11	0.9	2.8	-4	99*	1	-0.2
O=C(/C=C/c1ccc(Cl)c(Cl)c1)n1cccn1	8	2.2	1	nt	2	1	2.6	-5	4	0.9	0.0
COCCNC(=O)C(=O)N/N=C(\C)CC(=O)Nc1ccc(Cl)cc1Cl	-7	-0.1	1	-14	6	0.9	1.6	-1	-3	1	-0.1
CCOC(=O)c1ccc(CNC(=O)Cn2nnc(-c3ccc(C)cc3)n2)o1	6	-0.1	1	-10	11	0.9	3.4	0	-5	1	-0.1
Nn1c(=S)[nH]nc(Cc2ccc(O)cc2)c1=O	4	0.3	1	-9	-2	1	1.9	-4	-4	1	0.0
O=C(Cn1c(-c2ccccc2)c[n+]2ccsc12)c1ccc(Br)cc1	4	-2.0	1	-4	7	0.9	0.0	11	24	1.1	-0.1

# Random excerpt: six compounds from above
smiles	G6PDH CS	DTT redox prof	PMI act hi M6P	S1P3 antagonist	Diaph inh CS	Diaphorase act	RAM inhibit	TLR4 MyD88 comp	L major viab	PMI activator	Hsp70 act
Cc1cccc(Nc2ncc3c(n2)CC(c2ccco2)CC3=O)c1 (stereo not drawn)	-36	1.7	1	-2	10	0.9	3.0	-5	8	0.9	0.3
Cc1cc(=O)[nH]c2c1c(C)nn2C1CCCCC1	-9	0.0	1	nt	5	1	0.3	-3	-3	1	-0.2
COc1ccccc1CNC(=O)C1CCN(S(=O)(=O)N2CCCCC2)CC1	-11	2.1	1	-15	6	0.9	0.3	2	-2	1	0.1
CCOCCn1c(N2CCN(c3ccc(OC)cc3)CC2)nc2c1c(=O)[nH]c(=O)n2C	2	0.5	1	-6	-1	1	1.1	0	-4	0.9	-0.3
O=C(Cn1c(-c2ccccc2)c[n+]2ccsc12)c1ccc(Br)cc1	4	-2.0	1	-4	7	0.9	0.0	11	24	1.1	-0.1
COC(=O)CCN(C1CCCCC1)S(=O)(=O)c1ccc(S(=O)(=O)NC2CCCCC2)cc1	12	0.0	0.8	nt	23	0.8	6.5	7	99*	0.8	-0.1

# Screening data (PubChem BioAssay)
